EPAC2 agonist: qHTS for Agonist of cAMP-regulated guanine nucleotide exchange factor 4 (EPAC2): primary screen. Rap guanine nucleotide exchange factor 4 (Homo sapiens), Q8WZA2. EPAC2 activation, biochemical qHTS; response scale: 100% = 6.5 mM cAMP response. Potency, µM (series often up to 154 µM), for inactives: top-dose activation, usual class: activators. hit rate 0.079% among 360,000. AID 720711, 2013; note: potency is the fitted concentration of half-maximal effect; nearly all actives have a fitted effect of over 50% in size
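In this primary screen, activation is scored as increased exchange of BODIPY-GDP from Rap1B by 100 nM EPAC2, with 50 uM GDP as competitor. Signal is normalized to the 6.5 mM cAMP agonist control.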
Abeta yeast res: qHTS for compounds that reverse cellular toxicity of Amyloid beta (A-beta) peptide in yeast: Primary Screen; hit rate 0.063% among 410,000; Potency, µM (top dose mostly 46.1 µM), without a hit: top-dose growth rescue, hits mostly activators; yeast expressing A-beta42, growth rescue, OD600, 48 h; response scale: 0% DMSO, 100% iron-clioquinol control; note: potency is the fitted concentration of half-maximal effect; nearly all actives have a fitted effect of over 55% in size
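Growth rescue measured by 600 nm absorbance after 48 h yeast culture at 30 C with compound. Values normalized between DMSO and an equimolar ferric chloride plus clioquinol control.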
DRD3 antagonist: qHTS of D3 Dopamine Receptor Antagonist: qHTS; D(3) dopamine receptor (Homo sapiens), P35462; D3R cells, DiscoveRx beta-arrestin luminescence, antagonist mode; hits give low values; max response, negative = inhibition, %; hit rate 2.5% among 360,000; AID 652054, 2013; in the data active = max response below about -50%; inconclusive = no clear call, values can overlap the other calls; note: % is set by controls: 0 for no effect and ±100 for the full control effect; mostly tested at two doses, the higher about 12 µM
Target sequence (P35462 whole entry, looked up): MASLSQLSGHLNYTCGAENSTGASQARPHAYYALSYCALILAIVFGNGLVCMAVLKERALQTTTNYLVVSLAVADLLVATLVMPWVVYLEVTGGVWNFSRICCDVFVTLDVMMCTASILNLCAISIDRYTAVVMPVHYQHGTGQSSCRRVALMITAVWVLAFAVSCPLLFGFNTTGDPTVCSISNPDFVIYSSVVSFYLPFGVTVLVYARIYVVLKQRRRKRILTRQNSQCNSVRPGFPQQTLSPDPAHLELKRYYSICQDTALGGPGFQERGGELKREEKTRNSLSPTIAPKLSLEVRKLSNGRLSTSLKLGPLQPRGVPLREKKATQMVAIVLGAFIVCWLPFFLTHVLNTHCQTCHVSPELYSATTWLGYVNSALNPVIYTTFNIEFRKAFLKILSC
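Cells plated overnight at 1500 cells/well, then exposed to library compounds with dopamine controls for 90 minutes at 37 degrees C. DiscoveRx reagent added for 30–60 minutes at room temperature; luminescence read, quantitative HTS format.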
TDP43 rescue: qHTS of TDP-43 Inhibitors | Potency, µM (doses to about 46.1 µM), inactives show top-dose growth rescue (activation), usual class: activators | hit rate 1.8% among 410,000 | TDP-43 expressing yeast growth rescue, BacTiter-Glo, 24 h; note: potency is the fitted concentration of half-maximal effect; % of control where 0% means no effect; nearly all actives have a fitted effect of over 50% in size
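Luminescence from BacTiter-Glo reports growth of TDP-43-expressing yeast after 24 hr at 30 deg C with compound. Cells were raffinose-pregrown to mid-log, then seeded in galactose medium at OD600=0.02.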
aSyn yeast inh: qHTS of alpha-syn Inhibitors; Yeast expressing alpha-synuclein, growth rescue, BacTiter-Glo, 24 h; Potency, µM (highest dose often 46.1 µM), inactives show at the highest dose growth rescue (activation), actives largely listed as activators; hit rate 0.14% among 370,000; note: potency is the fitted concentration of half-maximal effect; % of control where 0% means no effect; nearly all actives have a fitted effect of over 65% in size
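Readout is rescue of growth in alpha-synuclein-expressing yeast, so inhibitors of toxicity appear as activators. Growth after 24 hr at 30 deg C in galactose medium is quantified by luminescence.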
FUS yeast rescue: qHTS for Suppressors of FUS Proteinopathy: Primary screen using FUS-linked yeast assay; S. cerevisiae FUS-expressing, growth rescue, OD600, 24 h; Potency, µM (top dose mostly 76.6 µM), for the others: at the highest dose growth rescue (activation), actives largely listed as activators; hit rate 0.24% among 390,000; AID 1347120, 2019;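 note: potency is the fitted concentration of half-maximal effect; plate controls were DMSO vehicle for no effect and reference control for full effect; nearly all actives have a fitted effect of over 55% in size; some results filed as inactive show a strong effect at the top dose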
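Cultures pregrown in 2.5% raffinose medium are shifted to minimal medium containing 2% galactose to express toxic FUS. Compounds are tested at several concentrations. After 24hr at 30C, growth is quantified at 600 nm absorbance.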
D3 ag: qHTS of D3 Dopamine Receptor Agonist: qHTS. D(3) dopamine receptor (Homo sapiens), P35462. D3R DiscoveRx beta-arrestin cells, luminescence, 90 min. max activation, %. hit rate 0.58% among 410,000; in the data active = max activation above about 30%; note: 0% is about no effect; mostly tested at two doses, the higher about 12 µM
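Agonist mode: compounds and dopamine controls were applied to plated cells for 90 min at 37 degrees C after an overnight attachment at 1500 cells/well. Luminescent read-out followed 30 - 60 minutes at room temperature with DiscoveRx detection reagent.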
EPAC2 antag: qHTS for Antagonist of cAMP-regulated guanine nucleotide exchange factor 2 (EPAC2): primary screen; Rap guanine nucleotide exchange factor 4 (Homo sapiens), Q8WZA2; EPAC2 GEF exchange of Rap1B-BODIPY-GDP, fluorescence; Potency, µM (titrated, usually from 114 µM), for the others: at the highest dose activity, negative = inhibition, hits mostly inhibitors; hit rate 0.18% among 360,000; AID 720708, 2013; note: potency is the fitted concentration of half-maximal effect; % is set by controls: 0 for no effect and ±100 for the full control effect; nearly all actives have a fitted effect of over 45% in size; many of its hits are not listed in these tables
Starred values were filed as active, the others as inactive; ? = inconclusive; . = no result given; [ ] = dose if it differs, or a comment. Unless noted, calls come from the whole dose curve; as a rule, active = well fitted curve in the direction sought with a large enough effect; inconclusive = small, poorly fitted or top-dose-only effect, or another doubt; inactive = no such curve, though single readings can be large; an effect the other way counts as inactive or inconclusive. These rows are one share of the data; rates above refer to the full screens.

Results follow in this order: aSyn yeast inh, EPAC2 agonist, DRD3 antagonist, EPAC2 antag, FUS yeast rescue, TDP43 rescue, D3 ag, Abeta yeast res
CC(C)OCCCNC(=O)C1CCC(CNS(=O)(=O)c2cccc3nsnc23)CC1 (stereo not given)
→ 0%, 1%, -12, 11%, 14%, 5%, 1, -14%
Cc1csc(NC(=O)CCc2c(C)nc3cc(-c4ccc(Cl)cc4)nn3c2C)n1
→ 8%, 6%, 74, -4%, 12%, 29%, 2, -5%
CC[C@]1(C(=O)OC)[C@H]2C(=O)N(C)C(=O)[C@H]2[C@H]2CN=C(SC)N21
→ 1%, 8%, 9, 6%, -17%, 11%, 3, 4%
CC(=O)Nc1sc2c(c1C#N)CCCC2
→ 0%, 1%, 18, -3%, 14%, 16%, 4, -14%
CCCc1cc(C(F)(F)F)c(C#N)c(=O)[nH]1
→ -1%, 5%, ?, 4%, -3%, -13%, 0, 7%
CC1(C(=O)NS(=O)(=O)c2ccc(Cl)s2)CCN1C(=O)C1(c2ccccc2)CCCC1 (stereo not given)
→ -17%, 5%, 0, ?, 14%, 6%, -4, -15%
O=C(NCc1ccco1)c1cccn2c(=O)c3sccc3nc12
→ ., 4%, -3, 5%, -21%, -4%, 1, 13%
Cc1[nH]c(=O)[nH]c(=O)c1S(=O)(=O)N1CCN(c2ccccc2)CC1
→ -1%, -1%, 0, 8%, -10%, -2%, 0, 3%
CSCC(=O)NC1CCCc2c1cnn2-c1cc(F)cc(F)c1 (stereo not given)
→ -2%, 8%, 3, 1%, -10%, 14%, 3, -7%
Cc1ccc(C(=O)Nc2c(-c3cccs3)nc3cc(C)ccn23)cc1
→ -1%, -3%, -11, 12%, 14%, -22%, 2, -5%
CCc1noc(C)c1C(=O)Nc1ccc(S(=O)(=O)N2CCC(C)CC2)cc1
→ 9%, 9%, 14, -5%, 23%, 20%, 7, 6%
COc1ccc(CCNC(=O)c2cc(=O)[nH]c3ccc(Br)cc23)cc1OC
→ -7%, 4%, 7, 1%, -15%, -1%[0.397 µM], 5, 7%
Cc1c(NS(=O)(=O)c2ccccc2F)c(=O)n(-c2ccccc2)n1C
→ -5%, 3%, 14, -1%, -27%, 1%, 4, -1%
COc1ccc(CCC2(C)NC(=O)NC2=O)cc1 (stereo not given)
→ 0%, 7%, 5, 6%, 10%, -16%, -3, 4%
CC(=O)OC(c1nc2ccccc2c(=O)n1C1CC2(OC1=O)c1ccccc1N1C(=O)C(C)(C)N(O)C12)C(C)C (stereo not given)
→ -3%, -2%, 3, -11%, ?, -4%, -4, -13%
Cc1nc(N2CCOCC2)nc(N2CCCC2)c1[N+](=O)[O-]
→ 0%, -5%, 1, 1%, 4%, 22%, -5, 12%
COC(=O)CCC(=O)OC1(C)C(=O)C2=CN(Cc3ccc4c(c3)OCO4)C(c3ccc(OC)cc3)=CC2=C(Br)C1=O (stereo not given)
→ -1%, 9%, 4, -4%, ?, -30%[inhibitor], -20, -13%
c1ccc2c(c1)CCN(c1nc3cc4c(cc3s1)OCO4)C2
→ -8%, 14%, -5, -5%, 39%, 15%, -4, -10%
O=S(=O)(c1ccccc1)N1CCC(c2ccncc2)CC1
→ ., ., ., ., ?, 0%, 9, -6%
CSc1ncccc1C(=O)OCC(=O)NC(N)=O
→ -8%, -1%, 14, 6%, 0%, -4%, 6, 7%
CN(CC(=O)NCc1ccccn1)S(=O)(=O)c1ccc2ccccc2c1
→ 6%, -14%, 14, -1%, -1%, -24%, -8, -9%
Cc1ccc(CN2CCN(CC3CC4C=CC3C4)CC2)cc1 (stereo not given)
→ 4%, 6%, -60*, 1%, 20%, 4%, -17, -3%
COc1ccc(C)cc1NC(=O)NC(C)c1ccc2c(c1)OCO2 (stereo not given)
→ -3%, -4%, -24, 8%, 24%, -4%, -14, 4%
CCOc1ccc(NC(=O)CN(C)C(=O)c2ccccc2OCc2c(C)noc2C)cc1OCC
→ 2%, 1%, -11, 0%, 18%, 29%, 12, -3%
O=C(O)CSCC(=O)N1CCc2c([nH]c3ccccc23)C1C(F)(F)F (stereo not given)
→ 4%, 3%, -13, -3%, -9%, -1%, 9, -13%
Cc1c(NC(=O)Nc2ccc(C(C)(C)C)cc2)c(=O)n(-c2ccccc2)n1C
→ -1%, 2%, -14, 3%, 0%, 2%, 1, -1%
CC(=O)Nc1ccc(NC(=O)COC(=O)c2n[nH]c3ccccc23)cc1
→ 10%, 7%, 42, 4%, -16%, 9%, -4, 4%
Cc1ccc(C)c(S(=O)(=O)c2nnn3c2nc(N2CCCC2)c2sccc23)c1
→ ., ., ., ., 36%, 12%, 5, -6%
O=C(NCC(=O)N(c1ccc2c(c1)OCO2)C(C(=O)NC1CCCC1)c1ccncc1)c1ccco1 (stereo not given)
→ 1%, 7%, -15, -2%, 32%, -5%, 4, -8%
CN(C)C(CNC(=O)c1ccc(NS(=O)(=O)c2ccc3[nH]c(=O)[nH]c3c2)cc1)c1ccccc1 (stereo not given)
→ -2%, -5%, -7, 20%, ., -18%, -3, -5%

In another format: 4 of the compounds above
COc1ccc(CCNC(=O)c2cc(=O)[nH]c3ccc(Br)cc23)cc1OC
  aSyn yeast inh = -7%
  EPAC2 agonist = 4%
  DRD3 antagonist = 7
  EPAC2 antag = 1%
  FUS yeast rescue = -15%
  TDP43 rescue = -1%[0.397 µM]
  D3 ag = 5
  Abeta yeast res = 7%
Cc1c(NS(=O)(=O)c2ccccc2F)c(=O)n(-c2ccccc2)n1C
  aSyn yeast inh = -5%
  EPAC2 agonist = 3%
  DRD3 antagonist = 14
  EPAC2 antag = -1%
  FUS yeast rescue = -27%
  TDP43 rescue = 1%
  D3 ag = 4
  Abeta yeast res = -1%
COc1ccc(CCC2(C)NC(=O)NC2=O)cc1 (stereo not given)
  aSyn yeast inh = 0%
  EPAC2 agonist = 7%
  DRD3 antagonist = 5
  EPAC2 antag = 6%
  FUS yeast rescue = 10%
  TDP43 rescue = -16%
  D3 ag = -3
  Abeta yeast res = 4%
CC(=O)OC(c1nc2ccccc2c(=O)n1C1CC2(OC1=O)c1ccccc1N1C(=O)C(C)(C)N(O)C12)C(C)C (stereo not given)
  aSyn yeast inh = -3%
  EPAC2 agonist = -2%
  DRD3 antagonist = 3
  EPAC2 antag = -11%
  FUS yeast rescue = ?
  TDP43 rescue = -4%
  D3 ag = -4
  Abeta yeast res = -13%

The list continues:
Results follow in this order: aSyn yeast inh, EPAC2 agonist, DRD3 antagonist, EPAC2 antag, FUS yeast rescue, TDP43 rescue, D3 ag, Abeta yeast res
C(=N\Nc1nc2ccccc2[nH]1)/c1ccc2ncccc2c1
→ -17%, 8%, 12, -4%, 2%, -1%, -14, -42%[inhibitor]
O=C(CCOc1ccc(F)cc1)Nc1nccs1
→ 2%, 7%, 0, 4%, -5%, 12%, 5, 13%
Cc1ccc2nc(-c3ccc(O)cc3)c(Nc3ccc(Cl)cc3)n2c1
→ ., ., ., ., -11%, 17%, 1, -5%
COc1cc(=O)[nH]c(=O)n1CC(=O)c1ccccc1
→ -6%, 12%, 2, 0%, -4%, -9%, -5, -13%
CCOc1cccc(NC(=O)C2CCCN(S(=O)(=O)c3ccc(OC)cc3)C2)c1 (stereo not given)
→ 7%, 8%, 14, -4%, 40%, -6%, 13, 13%
COc1ccc(NC(=O)CSc2nnc(-c3cccnc3)n2C)cc1
→ 1%, 3%, 2, 1%, -2%, 2%, 7, 9%
Cc1ccc(C)c(CN2C(=O)c3ccccc3S(=O)(=O)c3ccc(C(=O)Nc4ccccc4C(F)(F)F)cc32)c1
→ -10%, ., ., ., 30%, 9%, -3, -9%
CN1C(=O)c2cccc(NC(=O)Cc3ccccc3)c2C1=O
→ 5%, 11%, 7, -27%, 0%, ?, 4, 6%
CCCOP(=O)(c1ccccc1)c1ccccc1
→ -2%, 14%, -3, -2%, 2%, 6%, 5, ?
Cc1ccc2oc3c(c(=O)c2c1)C(c1cccs1)N(CCCN(C)C)C3=O (stereo not given)
→ 3%, 7%, 13, -8%, 1%, 7%, 1, 1%
CCOC(=O)c1c(C)c(-c2ccccc2)n(CC(=O)NCCC(C)C)c1C
→ 0%, -1%, 8, 3%, -4%, 0%, 1, 0%
COc1cc(Br)c(S(=O)(=O)Nc2c(C)n(C)n(-c3ccccc3)c2=O)cc1OC
→ -8%, -3%, 22, 12%, 6%, -15%, 10, 3%
COc1cccc(N2C(=O)c3ccncc3C2=O)c1
→ -1%, 4%, 10, -2%, 26%, -1%, 1, 13%
CS(=O)(=O)N1CCCC(c2nc(-c3ccc(S(=O)(=O)NCc4ccccc4)cc3)no2)C1 (stereo not given)
→ 1%, 8%, -16, -3%, 30%, -17%, -4, -5%
COCCNCC(=O)C12CC3CC(CC(C3)C1)C2
→ 0%, 7%, -28, 5%, -19%, -14%, -14, 30%
Cc1ccc(N(CC(=O)NCCSCc2ccco2)S(C)(=O)=O)cc1
→ 9%, 1%, -25, 3%, -6%, -10%, -7, -3%
Cc1c(C(=O)NCc2cccc(Cl)c2)sc2ncnc(N(C)C3CCCCC3)c12
→ ., ., ., ., ?, 17%[9.22 µM], -12, -4%
COc1ccc(F)cc1C(=O)C1CCCN(Cc2c[nH]c3ccccc23)C1 (stereo not given)
→ 7%, 5%, -107*, -3%, 8%, 12%, -12, 1%
O=C(CCc1nc2cccnc2n1Cc1cccs1)Nc1cccc(C(F)(F)F)c1
→ ., ., ., ., 32%, 25µM*, -3, ?
CCOc1ccc(C(=O)N/N=C/c2ccc(-c3ccc(S(=O)(=O)Nc4ncccn4)cc3)o2)cc1
→ 6%, 0%, -11, -1%, ?, -4%, 1, 5%
CC(C)C[C@@H](CSc1ccccc1)N1CCN(C)CCC1=O
→ -1%, 8%, 18, -2%, 8%, 0%, -19, 6%
Clc1ccc(CSc2cc3c(nn2)-c2ccccc2CC3)cc1Cl
→ -6%, 10%, -14, -1%, -11%, 9%, 2, 8%
O=C(OCC(=O)N1CCc2ccccc21)c1ccc(Br)o1
→ -8%, 7%, -23, 5%, -10%, 1%, 0, -4%
COc1ccc(CN2CCC(CO)(Cc3ccccc3)CC2)cc1Cn1cccn1
→ 0%, 8%, -16, -2%, -21%, 21%, -14, 13%
O=C(NCC(=O)N1CCOCC1)c1ccc(Cl)c(Cl)c1
→ -2%, 10%, -2, 1%, 4%, -10%, 3, 8%
